Screens (PubChem BioAssay)
CASP6 VEID inh – caspase-6 (human) enzyme inhibition | P55212 | purified caspase-6, Z-VEID-R110 cleavage fluorescence | inhibition, % at 12.5 µM | 0.53% of 350,000 active | AID 686996;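 active = mean inhibition across replicates at least about 35%, with every replicate also reaching that limit, limit read from the data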;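 note: 0% = median of neutral control wells and 100% = no fluorescence left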
Target sequence (P55212 24-179 limits assumed): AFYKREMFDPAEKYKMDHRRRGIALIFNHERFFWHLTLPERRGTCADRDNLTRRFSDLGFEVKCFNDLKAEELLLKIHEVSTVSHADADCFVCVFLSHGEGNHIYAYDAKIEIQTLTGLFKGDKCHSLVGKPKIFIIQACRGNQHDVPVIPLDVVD
Target sequence (P55212 194-293 limits assumed): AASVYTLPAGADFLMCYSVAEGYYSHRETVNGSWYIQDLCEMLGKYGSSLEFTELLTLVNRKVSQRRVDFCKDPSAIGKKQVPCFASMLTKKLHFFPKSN
LGR2 inh – blocks bursicon-induced cAMP signaling via Drosophila LGR2; HEK293 LGR2, CRE-luciferase, bursicon-stimulated, 4 h; inhibition, % at 9.99 µM; 0.35% of 380,000 active;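 active = drop in luminescence signal, shown as inhibition above about 50% in the replicate tests, limit read from the data, passing the limit was not always enough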;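 note: agonist challenge used bursicon conditioned medium at about half maximal strength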
PGC1a acetyl inh – lowers PGC1a acetylation signal in U2OS cells. AlphaScreen anti-acetyl-lysine; with virally co-expressed GCN5 acetyltransferase. inhibition, % at 15.6 µM. 0.17% of 350,000 active;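 active = every replicate shows inhibition of at least 40%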;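 note: 0% = neutral control wells and 100% = positive control wells; some results beyond the cut were filed as inactive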
EWS-Fli block – EWS/Fli transcriptional activity inhibition | A673 NR0B1-luciferase reporter, viability-normalised | inhibition, % at 12.6 µM | 0.67% of 350,000 active;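 active = mean inhibition of at least 50% after viability correction, with every replicate also passing that limit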;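 note: firefly luciferase signal divided by Alamar Blue viability fluorescence both relative to DMSO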
PAX8 reporter – inhibitors of PAX8 transcriptional activity in RMG-I cells. RMG-I TPO-luciferase reporter, SteadyGlo, 24 h. inhibition, % at 12.6 µM. 1.2% of 360,000 active;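 active = mean replicate inhibition at least 60% with every replicate also reaching 60%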;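 note: luciferase light reporting Pax8 driven TPO promoter activity; plate controls were median of neutral control wells for no effect and mitoxantrone controls for full effect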
FN deposit inh – fibronectin deposition inhibition; inhibition, % at 12.6 µM; AH1F fibroblasts, Alexa488-fibronectin deposition fluorescence, overnight; 0.086% of 350,000 active;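 active = mean inhibition across replicates of 30% or more, regardless of how many single replicates reach that level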;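 note: positive control wells lacked labelled fibronectin entirely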
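test system = AH1F fibroblasts assembling fluorescent fibronectin matrix | quantity = 10000 AH1F cells per well | buffer or medium = DMEM plus 2% serum, read in PBS | doses = single dose, pinned | incubation = 1 h cell attachment, overnight exposure to compound and label | detection = fluorescence at 485 nm excitation, 525 nm emission | read-out basis = inhibition from reduced deposited-fibronectin fluorescence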
Cneo AK release – Cryptococcus neoformans lysis via adenylate kinase release; 0.2% of 360,000 active; C. neoformans lysis, adenylate kinase release luminescence, 4 h; normalised: neutral wells 0, clomiphene wells 100; lysis activity, % at 15 µM;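 active = mean lysis activity across replicates of at least 80%, whatever share of replicates individually reach that level; inactive = mean lysis activity below 80%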
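Test system: log-phase Cryptococcus neoformans yeast cells. Input: 5 × 10^6 yeast cells/mL. Medium: fresh YPD growth medium. Doses: single dose. Incubation: static 4 h at 37 °C with compound, 1 h detection. Measured by: luminescent adenylate kinase detection reagent. Read-out: signal increase indicating cell lysis. Benchmarks: Clomiphene.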
miR-122 sensor – inhibitors of miR-122 in Huh7 cells; Huh7 miR-122 Renilla luciferase sensor, 48 h; neutral wells = 0, positive control = 100; activation (reporter increase), % at 12.5 µM; 0.3% of 340,000 active;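 active = mean replicate activation score at least 90 and every replicate individually at or above 90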;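 note: higher luciferase means less miR-122 activity so hits act as miR-122 inhibitors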
The depositor's hits bear a star; nt = not tested or not shown; [ ] = another dose, or the depositor's remark. No enrichment for hits; any-hit rate near 2.5%.

SMILES | CASP6 VEID inh | LGR2 inh | PGC1a acetyl inh | EWS-Fli block | PAX8 reporter | FN deposit inh | Cneo AK release | miR-122 sensor
c1cc(-c2cn(C[C@H]3CC[C@@H]([C@@H]4CC[C@H](Cn5cc(-c6ccsc6)nn5)O4)O3)nn2)cs1 | -2.4 | 10.8 | 1.5 | 6.5 | 16.0 | 2.1 | -3.4 | 2.2
C=CCn1c(N)c(C(=O)Nc2ccc(C)c(C)c2)c2nc3ccccc3nc21 | nt | nt | -33.1 | nt | 6.9 | 2.1 | -0.4 | -2.3
C[N+](C)(CC#N)C/C=C\c1ccccc1 | 7.7 | nt | 6.2 | -0.3 | -2.3 | nt | nt | nt
Cc1nc(SCc2ccccc2)c([N+](=O)[O-])[nH]1 | nt | 12.5 | -2.3 | nt | -19.6 | -0.9 | 1.0 | 5.5
C[C@H]1CCCCO[C@H](CN(C)Cc2ccncc2)[C@@H](C)CN([C@@H](C)CO)C(=O)c2cc(NC(=O)Nc3ccc4c(c3)OCO4)ccc2O1 | -1.8 | 6.5 | -0.9 | 0.9 | -22.5 | nt | 0.4 | 9.9[16.7 µM]
COCCNS(=O)(=O)c1cc(OC)ccc1OC | 1.2 | 5.1 | nt | 0.0 | -2.6 | nt | nt | nt
CCN1CCN(Cc2nnc(-c3ccccc3)o2)CC1 | 1.4 | 9.3 | -1.1 | -1.7 | -11.2 | 8.3 | -0.8 | -4.5
O=C(/C=C/c1ccccc1)NCC1(c2ccccc2)CCOCC1 | 3.9 | -1.1 | nt | -3.9 | 0.7 | -5.5 | -1.4 | 2.2
O=C(Nc1nnc(-c2ccc3c(c2)CCCC3)o1)c1ccccc1 | 0.8 | -23.0 | 18.9 | -7.0 | -1.5 | 1.8 | -0.6 | 0.1
C=CCn1c(COc2cccc(C)c2)nnc1SCn1nnc2ccccc2c1=O | -1.3 | 5.0 | nt | -3.3 | 28.9 | -4.6 | 5.4 | 3.8
CC(C)C1Oc2ccccc2C(=O)N(CC(=O)c2ccc3c(c2)OCCO3)C1=O (configuration not stated) | nt | -64.8 | nt | -133.1 | -278.1 | 4.4 | -1.9 | -4.6
COc1ccc(Cc2noc(CN3CCCN(C4Cc5ccccc5C4)CC3)n2)cc1OC | -1.0 | -11.3 | 28.7 | 12.5 | 5.5 | -4.5 | -1.7 | -4.6
O=C(N/N=C/c1ccc(F)cc1)c1ccc(-n2cnnn2)cc1 | -0.3 | 8.8 | -8.2 | -11.8 | 45.1 | -4.5 | -1.7 | 12.4
O=S(=O)(c1ccc(F)cc1)N1CCCCN2[C@H](CO)[C@H](c3ccc(C#CC4CCCC4)cc3)[C@@H]2C1 | -0.7 | nt | -0.8 | -4.7 | 46.9 | nt | 0.2 | -24.9[16.7 µM]
Cc1ccc(S(=O)(=O)c2nc(S(C)(=O)=O)sc2N2CCC(O)CC2)cc1 | -1.3 | -5.2 | -7.3 | 4.9 | 15.8 | 9.7 | 1.1 | 4.9
Cc1ccc(NC(=O)C2CC(=O)Nc3nc4ccccc4n32)c(C)c1 (configuration not stated) | 0.3 | -5.0 | 17.3 | 1.2 | 2.7 | -3.1 | 1.2 | 2.9
CC(C)(C)CC(=O)Nc1ccc(-c2cn3cccnc3n2)cc1 | 0.2 | -65.4 | 2.0 | -86.1 | -135.8 | 0.0 | -7.3 | -3.1
O=C(CC1C(=O)NCCN1CC1CCCCC1)NCc1cccc(F)c1F (configuration not stated) | -4.8 | 11.8 | nt | 13.9 | 1.3 | 7.1 | nt | nt
O=S(=O)(Nc1ccc(N2CCOCC2)cc1)c1ccc(F)cc1F | 3.3 | -6.4 | nt | 8.2 | -2.2 | 5.2 | nt | nt
COc1cc2ccccc2cc1C(=O)N1CCN(c2ccccc2O)CC1 | 2.8 | -1.1 | -1.8 | 4.4 | 16.5 | -9.4 | 4.6 | -0.6
CC(=O)OC1CC(C)(C)N(OC(=O)CCCN2C(=O)c3ccccc3C2=O)C(C)(C)C1 | -1.3 | -3.1 | 6.8 | nt | nt | nt | 0.7 | 2.6
COC(=O)c1ccccc1OCC(=O)NC1CCCCC1 | nt | 4.7 | 5.7 | nt | nt | -2.0 | 5.2 | 6.1
CC(C)(C)OC(=O)N(Cc1ccccc1)Cc1ccccc1OCc1cccc(NC(=O)c2ccccc2)c1 | -1.1 | 8.1 | 2.5 | 4.5 | -16.1 | -2.9 | -0.3 | 1.8
CN(C)C(=O)c1cccc(-c2ccccc2[C@H]2[C@@H](C#N)N(C(=O)C3CC3)[C@H]2CO)c1 | 2.2 | 9.8 | -13.2 | 4.2 | 17.9 | -12.4 | nt | nt
COCC(=O)Nc1ccc2c(c1)OC[C@@H](C)N(C(=O)C1CCCC1)C[C@@H](C)[C@H](OC)CN(C)C2=O | nt | 6.0 | -5.9 | -5.3 | 3.1 | 1.6 | -4.6 | 8.8[16.7 µM]
O=C(CN1C(=O)/C(=C/c2cccc(Br)c2)SC1=S)Nc1cccnc1 | 1.9 | nt | nt | -4.2 | 1.1 | -2.5 | -3.7 | nt
CC(C)(C)NC(=O)CN(Cc1ccco1)C(=O)CCC(=O)Nc1nccs1 | 0.6 | -3.2 | 3.0 | 5.7 | 0.9 | -0.1 | -1.4 | -6.1
Cc1nc(NC(=O)CSc2nnc(N)s2)c(Cl)cc1Cl | -0.5 | 6.4 | nt | -2.2 | 10.4 | nt | 0.3 | -1.9
CCCCNC(=S)N/N=C/c1sccc1C | -1.7 | nt | nt | 0.5 | -8.8 | 4.4 | nt | nt
CC(C)c1ccc(OCCCN2CCC(C(O)(c3ccccc3)c3ccccc3)CC2)cc1 | -0.5 | 102.8* | nt | 33.0 | 52.9 | 13.2 | nt | nt

A run of entries of the results above:
SMILES | CASP6 VEID inh | LGR2 inh | PGC1a acetyl inh | EWS-Fli block | PAX8 reporter | FN deposit inh | Cneo AK release | miR-122 sensor
CCCCNC(=S)N/N=C/c1sccc1C | -1.7 | nt | nt | 0.5 | -8.8 | 4.4 | nt | nt
CC(C)c1ccc(OCCCN2CCC(C(O)(c3ccccc3)c3ccccc3)CC2)cc1 | -0.5 | 102.8* | nt | 33.0 | 52.9 | 13.2 | nt | nt

Next structures.
SMILES | CASP6 VEID inh | LGR2 inh | PGC1a acetyl inh | EWS-Fli block | PAX8 reporter | FN deposit inh | Cneo AK release | miR-122 sensor
COc1ccccc1C(C)NC(=O)Cc1ccc(S(=O)(=O)N2CCOCC2)s1 (configuration not stated) | -4.6 | 8.9 | nt | -1.6 | -16.3 | 9.1 | nt | 1.1
O=c1c2cc(NC(=S)NC3CCCCC3)ccc2nc2n1CCCCC2 | 5.0 | -16.8 | nt | -8.0 | -15.8 | nt | nt | nt
C[C@@H]1CN([C@@H](C)CO)C(=O)Cc2cc(NC(=O)NC3CCCCC3)ccc2O[C@H]1CN(C)CC1CCCCC1 | -5.9 | -8.9 | -21.1 | -2.0 | 67.2* | nt | -5.7 | 1.7[16.7 µM]
CC1(C)CC(=O)C(C=Nc2cccnc2/N=C/C2=C(O)CC(C)(C)CC2=O)=C(O)C1 | 40.8* | 29.4 | -6.4 | 1.9 | -11.3 | -3.8 | nt | nt
C=CCn1c(SCC(=O)NC2CCCC2)nnc1-c1ccccn1 | -1.0 | -28.5 | nt | nt | 7.2 | -2.0 | 0.8 | nt
Cc1cc(NC(=O)CSc2nncn2N)no1 | nt | 8.0 | 4.6 | 2.1 | 7.1 | 12.4 | nt | nt
CCOC(=O)C(c1ccccc1)C(Nc1ccccc1)c1ccccn1 (configuration not stated) | -3.0 | 4.6 | -24.2 | 16.5 | 11.3 | -4.7 | nt | nt
CS(=O)(=O)N1[C@H](CO)[C@H](c2ccccc2)C12CN(C(=O)c1ccccc1F)C2 | 1.6 | 7.4 | -0.1 | 2.8 | 0.8 | -1.2 | nt | nt
COc1ccccc1C1=NN(C(=O)c2ccccc2)C(c2ccc(Br)cc2)C1 (configuration not stated) | 0.2 | 6.6 | -1.9 | -7.9 | 8.3 | 0.9 | -1.2 | 13.0
CC(C)CN(C(=O)COC(=O)c1cc(=O)[nH]c2ccccc12)c1c(N)n(Cc2ccccc2)c(=O)[nH]c1=O | 8.5 | -2.8 | 1.7 | 7.6 | 10.4 | -0.9 | 1.2 | -1.8
COc1ccc(S(=O)(=O)Nc2ccc3c(c2)CC(=O)N([C@@H](C)CO)C[C@@H](C)[C@@H](CN(C)Cc2ccc(-c4ccccc4)cc2)O3)cc1 | 2.6 | 5.3 | -3.7 | 22.6 | 85.4* | nt | 1.2 | -0.4[16.7 µM]
CN(C)CC(=O)N1[C@@H](C#N)[C@@H](c2ccc(C#CC3CCCCC3)cc2)[C@@H]1CO | -2.0 | 11.2 | -44.6 | -23.0 | -23.1 | -2.8 | 0.6 | nt
O=C(c1ccc(F)cc1)N1CCCCN2[C@H](C1)[C@H](c1ccc(-c3ccc(F)cc3)cc1)[C@@H]2CO | -1.3 | nt | 6.2 | -12.5 | 9.4 | nt | 1.5 | 3.8[16.7 µM]
O=C(CNc1cccc(S(=O)(=O)N2CCCC2)c1)Nc1ccc(C(F)(F)F)cc1 | 1.4 | 8.2 | nt | 32.6 | 22.6 | -2.4 | nt | nt
Cc1ccccc1NC(=O)Cc1nc(COC(=O)c2ccc(Cl)nc2)cs1 | 0.0 | 21.0 | 2.4 | 1.6 | -17.3 | -1.2 | nt | -0.9
Cc1noc(C)c1NC(=O)N(C)C[C@@H]1Oc2c(NC(=O)Nc3cccc4ccccc34)cccc2C(=O)N([C@H](C)CO)C[C@@H]1C | 3.0 | 0.9 | -1.9 | 9.4 | nt | nt | 0.1 | 4.3[16.7 µM]
COc1ccc(CN(C)C[C@@H]2OCCCC[C@H](C)Oc3ccc(NC(=O)Nc4ccc(C(F)(F)F)cc4)cc3C(=O)N([C@@H](C)CO)C[C@@H]2C)cc1 | -0.6 | nt | 0.5 | 82.9* | -26.1 | nt | 2.1 | -23.9[16.7 µM]
C[C@H]1CCCCO[C@@H](CN(C)S(=O)(=O)c2ccccc2)[C@@H](C)CN([C@@H](C)CO)C(=O)c2cc(NS(=O)(=O)c3cn(C)cn3)ccc2O1 | 1.9 | 5.6 | -4.0 | 4.6 | 5.3 | 1.1 | -1.6 | -0.4[16.7 µM]
C=CCn1c(SC(C)C(=O)Nc2ccc(F)c(F)c2F)nnc1C1CC1 (configuration not stated) | -1.2 | -9.1 | nt | -4.0 | -15.9 | -5.7 | 2.8 | nt
COc1ccc(CN2C(=O)N(c3ccccc3)C(=O)C2CC(=O)Nc2ccccc2)cc1OC (configuration not stated) | -1.0 | 1.1 | nt | 9.0 | -7.2 | 0.3 | nt | nt
CN1C(=O)c2cc(NS(=O)(=O)CC(F)(F)F)ccc2OC[C@H]2O[C@@H](CC(=O)NCC3CCCCC3)CC[C@@H]21 | 1.9 | -0.9 | -1.8 | -1.0 | -2.4 | -2.9 | -0.2 | -11.7[16.7 µM]
O=[N+]([O-])/C(N=Nc1ccccc1)=N\Nc1ccccc1 | 0.5 | 20.3 | nt | -5.9 | 2.0 | -39.5 | nt | nt
CCN(CC)c1nc(-c2ccccc2)ncc1S(=O)(=O)c1ccc(C)cc1 | 2.1 | -2.5 | -2.3 | 0.7 | 2.3 | 14.1 | nt | nt
O=C(C[C@H]1C[C@H]2c3cc(NC(=O)Nc4ccc(C(F)(F)F)cc4)ccc3O[C@H]2[C@H](CO)O1)NCc1cccnc1 | 2.9 | 5.8 | 0.6 | -4.9 | 5.8 | nt | -14.3 | -0.4[16.7 µM]
N/C(=N\OC(=O)c1ccc(Cl)c(Cl)c1)c1cccc(CSc2ccccn2)c1 | -2.0 | -51.6 | nt | -37.5 | -44.2 | 1.7 | nt | nt
